# Screening results deposited in PubChem BioAssay by several laboratories.
# APP 5UTR inh: APP translation inhibition; SH-SY5Y APP 5'UTR-luciferase reporter, luminescence; inhibition, % at 2 µM; hit rate 0.82% among 190,000; AID 1285;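 active = inhibition above a set limit, derived from the sample mean plus 3 SD, cut at about 45% in these data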; note: values of inactives mirror those of a sister screen read the other way
# STAT1 activator: increases IFN-gamma driven STAT1 reporter signal. NIH 3T3 STAT1-luciferase reporter, luminescence; 100% = IFN-gamma alone, no compound. activation (% of control), % at 5.5 µM. hit rate 2.6% among 200,000. AID 932;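 active = activation above the screen-wide mean activation plus 3 SD, cut at about 130% in these data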;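 note: raw ratio to IFN-gamma control signal so 100% means no change and 0% no light; values of inactives mirror those of a sister screen read the other way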
# FLuc inhib CS: counter-screen for luciferase assay inhibitors: firefly luciferase inhibition; P08659; ATPLite firefly luciferase biochemical luminescence, 10 min; inhibition, % at 10 µM; hit rate 1.5% among 200,000;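 active = inhibition above about 50% when tested at 10 µM, limit read from the data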
# Diaph act CS: diaphorase activation or chemical reduction counter-screen. Diaphorase/resazurin coupled assay, resorufin fluorescence, 16 min; active compounds read high; 1 = vehicle wells, 0 = NADH-free wells. activation factor at 20 µM. hit rate 0.005% among 190,000. AID 1229;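 active = diaphorase activity raised at least twofold by the compound at 20 µM; inactive = activation factor below 2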
#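 Assay system: bacterial diaphorase enzyme (C. kluyveri) / Input: enzyme 0.07 U/mL final / Medium: 50 mM HEPES pH 7.4 with 4.542 mM MgCl2, 0.005% Tween 20 / Doses: single compound dose of 20 µM, 1% DMSO final / Incubation: 16 min enzyme reaction, ambient temperature / Signal: fluorescence, excitation 544 nm and emission 590 nm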
# G6PDH CS: inhibits Leuconostoc G6PDH, flagging false hits in G6PDH-based assays | Purified L. mesenteroides G6PDH, diaphorase/resazurin coupled fluorescence, 45 min | inhibition, % at 5 µM | hit rate 0.12% among 200,000 | AID 1020; in the data active = inhibition above about 50%
# Diaphorase inh: counter-screen for diaphorase-based assays: diaphorase inhibitors and chemical oxidizers; diaphorase resazurin-to-resorufin fluorescence, NADH, 16 min; bacterial (C. kluyveri) enzyme, not human; inhibition, % at 20 µM; hit rate 0.69% among 190,000; AID 1217;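 active = primary screen inhibition at 20 µM above a set limit, cut at about 50% in these data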;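 note: plate controls were DMSO with full reaction for no effect and wells lacking NADH for full effect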
#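 System: Diaphorase enzyme from Clostridium kluyveri | Amount: Enzyme working solution with 0.14 U/mL diaphorase | Benchmarks: No-NADH positive control and DMSO neutral control | Signal: Fluorescence of resorufin formed from resazurin, Ex 544/Em 590 nm | Schedule: 16-min room-temperature incubation before reading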
# NF-kB neuron act: NF-kB expression increase, human neuronal cells; AID 1239; hit rate 1.6% among 190,000; fold change at 12.5 µM; NF-kB reporter expression; active compounds read high; in the data active = fold change above about 3.3
# TLR4-MyD88 BLA: inhibitors of human TLR4-MyD88 binding; O00206+Q99836; HeLa CL3-4 TLR4/MyD88 BLA complementation, FRET ratio; inhibition, % at 8.4 µM; hit rate 0.18% among 200,000; AID 861; in the data active = inhibition above about 25%;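 note: 0% = vehicle and 100% = reference inhibitor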
# Target sequence (O00206 whole entry, looked up): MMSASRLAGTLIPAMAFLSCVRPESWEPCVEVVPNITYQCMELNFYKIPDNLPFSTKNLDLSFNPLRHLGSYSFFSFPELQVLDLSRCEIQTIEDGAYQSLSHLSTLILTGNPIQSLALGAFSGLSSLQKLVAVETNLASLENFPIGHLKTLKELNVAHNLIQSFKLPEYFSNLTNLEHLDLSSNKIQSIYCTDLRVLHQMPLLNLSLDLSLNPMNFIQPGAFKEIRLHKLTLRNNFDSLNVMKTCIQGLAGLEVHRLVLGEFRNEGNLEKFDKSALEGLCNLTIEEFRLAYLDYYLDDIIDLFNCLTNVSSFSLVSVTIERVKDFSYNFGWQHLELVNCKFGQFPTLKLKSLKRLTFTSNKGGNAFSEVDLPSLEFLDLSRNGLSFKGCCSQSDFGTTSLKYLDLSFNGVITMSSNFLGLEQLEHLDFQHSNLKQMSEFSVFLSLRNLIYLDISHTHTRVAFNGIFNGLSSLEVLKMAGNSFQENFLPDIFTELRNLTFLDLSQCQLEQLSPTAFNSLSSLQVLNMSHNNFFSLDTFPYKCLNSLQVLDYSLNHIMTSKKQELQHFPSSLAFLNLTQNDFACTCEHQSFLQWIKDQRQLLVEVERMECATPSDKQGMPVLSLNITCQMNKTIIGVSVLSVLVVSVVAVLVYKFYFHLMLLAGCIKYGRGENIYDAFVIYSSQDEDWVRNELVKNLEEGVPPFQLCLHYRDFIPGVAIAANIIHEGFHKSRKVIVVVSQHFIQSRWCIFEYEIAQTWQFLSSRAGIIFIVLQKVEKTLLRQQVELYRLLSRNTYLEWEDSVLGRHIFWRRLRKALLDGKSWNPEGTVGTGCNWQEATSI
# Target sequence (Q99836 whole entry, looked up): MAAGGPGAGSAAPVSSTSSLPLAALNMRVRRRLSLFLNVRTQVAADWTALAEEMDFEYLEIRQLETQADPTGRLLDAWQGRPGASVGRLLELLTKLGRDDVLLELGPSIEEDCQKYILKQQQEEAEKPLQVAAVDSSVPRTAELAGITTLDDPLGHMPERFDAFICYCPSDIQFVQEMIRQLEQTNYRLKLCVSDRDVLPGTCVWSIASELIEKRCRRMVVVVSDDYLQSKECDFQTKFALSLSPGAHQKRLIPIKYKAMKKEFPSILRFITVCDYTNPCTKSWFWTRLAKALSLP
# FLuc stim CS: firefly luciferase counter-screen for stimulation assays. activation factor at 10 µM. ATPlite luciferase biochemical, luminescence, 10 min; 0 = ATP-free wells, 1 = DMSO control. 200,000 tested, under 10 active. P08659;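 active = luciferase activation factor, scaled between plate controls, of at least 2 with compound at 10 µM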
#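 System: Luciferase/luciferin detection reagent, cell-free biochemical luciferase assay | Medium: PBS buffer for ATP | Dosing: Test compounds dosed from 2 mM stocks in 100% DMSO | Timing: 10 min at ambient temperature | Signal: Luminescence measurement of luciferase light output | Evaluation: Luciferase activation, seen as luminescence increase over controls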
# APP 5'UTR act: activates APP 5'UTR luciferase reporter | AID 1276 | SH-SY5Y APP 5'UTR luciferase reporter, luminescence; zero percent = DMSO vehicle wells | activation, % at 2 µM | hit rate 1% among 190,000;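 active = activation above a set limit, based on mean plus 3 SD of controls, cut at about 140% in these data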; note: values of inactives mirror those of a sister screen read the other way
# Active calls of the source: *; · = no result given. Rows are unselected; any-hit rate near 5.6%.
SMILES,APP 5UTR inh,STAT1 activator,FLuc inhib CS,Diaph act CS,G6PDH CS,Diaphorase inh,NF-kB neuron act,TLR4-MyD88 BLA,FLuc stim CS,APP 5'UTR act
Cn1c(=O)n(C)c2cc(NS(=O)(=O)c3ccc(F)cc3)ccc21,0.5,79.8,-0.4,0.9,-1.7,9.4,1.29,-10.5,1,-0.5
O=C(C(=O)N1CCN(c2ccc(F)cc2)CC1)N1CCCCC1,-4.1,103.1,-5.7,0.9,21.2,10.1,1.03,9.7,1.1,4.1
CCCC(CCC)C(=O)Oc1cc(C)[nH]c(=O)c1[N+](=O)[O-],-14.9,98.5,-3.0,0.9,7.0,9.8,1.1,-7.2,1,14.9
C/C(CC1(O)C(=O)N(Cc2ccccc2)c2ccccc21)=N\O (stereo unspecified),6.1,103.9,-4.6,1,25.6,-1.6,1.05,2.8,1,-6.1
CN1CCN(C2=C(Cl)C(=O)N(C3CCCCC3)C2=O)CC1,8.0,99.3,-3.7,0.8,0.3,20.2,2.13,17.8,1,-8.0
Cc1cc(C)c2c(c1)C1C=CCC1C(c1ccc(S(=O)(=O)N3CCOCC3)cc1)N2 (stereo unspecified),-2.3,95.0,-5.5,0.8,2.5,20.0,1.19,-3.3,1.1,2.3
CCCS(=O)(=O)C(=C1Nc2ccccc2N1)S(=O)(=O)CCC,16.3,90.5,-3.9,0.8,15.4,17.6,1.21,-0.2,1,-16.3
CNC(=O)c1ccc2c(c1)nnn2C,-9.6,101.7,-8.1,0.9,5.1,9.8,1.04,-12.2,1.1,9.6
CCOC(=O)C1(Cc2ccccc2C(F)(F)F)CCN(CC2CC2)CC1,-12.0,94.6,-8.1,0.9,-1.8,7.8,1.09,-2.1,1.1,12.0
O=C(c1cc2cc(Br)ccc2o1)N1CCOCC1,-12.2,126.4,19.1,0.9,11.9,10.3,1.63,-4.8,0.8,12.2
CCn1c(CCNC(=O)c2ccc(OC)cc2)nnc1SCC(=O)Nc1ccccc1F,-10.2,106.7,2.9,1,4.1,1.5,1.08,5.0,1,10.2
COc1ccc(-n2c3nc4ccccc4nc3c3c(=N)oc(C)nc32)cc1,2.9,98.3,-7.3,0.7,3.8,32.8,0.86,5.2,1.1,-2.9
O=C(O)CC1(Cc2nc(-c3cccs3)no2)CCCC1,-3.2,102.4,-0.9,0.9,-8.9,12.9,1.14,-8.7,1,3.2
O=C(Cc1ccsc1-c1ccccc1)NO,-16.7,95.1,-3.7,0.9,19.4,9.2,1.96,-5.6,1,16.7
CC1CCCN(C2=NC(=O)/C(=C/c3cn(-c4ccccc4)nc3-c3cccc(S(=O)(=O)N(C)C)c3)S2)C1 (stereo unspecified),-9.2,96.6,-0.6,0.7,-1.6,32.0,0.92,5.6,1,9.2
CC(Oc1cc(C(F)(F)F)cc(C(F)(F)F)c1)C(=O)NC(N)=O (stereo unspecified),4.8,97.0,-1.9,0.9,5.1,14.5,0.96,-13.6,1,-4.8
Cc1cccc(C)c1OCC(=O)N/N=C/c1cc2c(cc1[N+](=O)[O-])OCO2,11.4,94.8,-4.1,0.7,7.6,27.1,0.83,3.9,1,-11.4
Cc1ccc(C2CC(C(F)(F)F)n3nc(C(=O)Nc4c(C)n(C)n(-c5ccccc5)c4=O)cc3N2)cc1 (stereo unspecified),-18.5,103.4,-1.4,1,2.0,4.4,1.06,0.8,1,18.5
O=C(Cn1c(C(F)(F)F)nc2ccccc21)c1ccccc1,7.1,100.5,-2.5,0.8,1.1,15.4,0.81,15.8,1,-7.1
CN(c1ccccc1C(=O)O)S(C)(=O)=O,-9.4,102.7,-4.3,0.8,2.2,15.5,1.01,6.2,1,9.4
COc1ccc(NC(=S)NNC(=O)CCn2cc([N+](=O)[O-])cn2)cc1,-13.3,101.0,-6.2,0.9,8.2,6.6,1.81,-0.6,1.1,13.3
COc1ccc(-c2nc3c(c(=O)[nH]c(=O)n3Cc3ccccc3)n2C)cc1,21.9,97.3,5.3,1,-2.8,-4.4,1,-3.1,0.9,-21.9
CNS(=O)(=O)c1ccc(NC(=O)C(CCSC)NC(N)=O)cc1 (stereo unspecified),6.6,96.2,-6.3,0.8,5.5,16.3,1.21,-2.8,1.1,-6.6
COCCSc1nnc(NC(=O)C2CC(=O)N(c3ccc(Cl)cc3)C2)s1 (stereo unspecified),5.5,87.6,-4.4,0.9,6.5,8.9,1.31,8.1,1,-5.5
CCNC(=O)c1ccccc1SCC(=O)Nc1ccc(F)cc1,3.2,99.6,5.3,1.1,1.0,-14.9,0.88,-4.7,0.9,-3.2
CSCCC(NC(=O)c1cccc([N+](=O)[O-])c1)c1nc2ccccc2[nH]1 (stereo unspecified),0.3,96.7,-9.2,0.8,5.2,17.1,0.67,-10.1,1.1,-0.3
CC(=C1C(=O)c2ccccc2C1=O)N1CCN(Cc2ccccc2)CC1,-13.5,101.3,-0.7,0.9,13.1,14.4,1.09,2.2,1,13.5
COc1ccc(-n2nnnc2SCC(=O)NCc2cccs2)cc1,2.5,99.2,-0.1,1.1,-0.3,-6.6,1.15,3.0,1,-2.5
CC(=O)c1oc2ccccc2c1NC(=O)CN1CCCCC1,-6.4,104.9,-4.6,0.9,3.6,10.4,1.21,-11.1,1,6.4
COc1ccccc1OCCNC(=O)Cc1ccc(Cl)c(Cl)c1,-10.1,99.2,-5.8,0.9,1.5,13.6,1.21,-6.7,1.1,10.1
CCOc1ccc(NC(=O)CN2C(=O)CSC(C)C2=O)cc1 (stereo unspecified),-9.4,130.9*,38.7,1.1,8.0,-5.4,1.15,1.7,0.6,9.4
COc1cc(C(=O)N/N=C/c2ccccn2)cc(OC)c1OC,21.4,99.5,-4.4,0.8,17.7,21.1,0.95,0.5,1,-21.4
CCCc1noc2c1/C(=N\O)CC(c1ccccc1)C2 (stereo unspecified),-10.3,106.8,-8.7,1,4.6,1.8,2.06,10.2,1.1,10.2
Nc1ncnc2nc(SCc3ccccc3)[nH]c12,6.1,100.1,-5.2,0.8,2.2,22.0,0.9,4.9,1.1,-6.1
O=C(c1ccccc1)N1CCCc2ccccc21,-3.6,95.5,-4.4,1.1,5.9,-8.5,1.07,15.1,1,3.6
CC(=O)Oc1c(S(=O)(=O)c2ccc(C)cc2)c(C)nn1-c1ccccc1,-2.3,101.9,-8.1,0.9,4.8,9.8,1.04,-6.4,1.1,2.3

# Among those listed so far, 4 contain a nitro group on carbon:
SMILES,APP 5UTR inh,STAT1 activator,FLuc inhib CS,Diaph act CS,G6PDH CS,Diaphorase inh,NF-kB neuron act,TLR4-MyD88 BLA,FLuc stim CS,APP 5'UTR act
CCCC(CCC)C(=O)Oc1cc(C)[nH]c(=O)c1[N+](=O)[O-],-14.9,98.5,-3.0,0.9,7.0,9.8,1.1,-7.2,1,14.9
Cc1cccc(C)c1OCC(=O)N/N=C/c1cc2c(cc1[N+](=O)[O-])OCO2,11.4,94.8,-4.1,0.7,7.6,27.1,0.83,3.9,1,-11.4
COc1ccc(NC(=S)NNC(=O)CCn2cc([N+](=O)[O-])cn2)cc1,-13.3,101.0,-6.2,0.9,8.2,6.6,1.81,-0.6,1.1,13.3
CSCCC(NC(=O)c1cccc([N+](=O)[O-])c1)c1nc2ccccc2[nH]1 (stereo unspecified),0.3,96.7,-9.2,0.8,5.2,17.1,0.67,-10.1,1.1,-0.3

# Remaining list, next part
SMILES,APP 5UTR inh,STAT1 activator,FLuc inhib CS,Diaph act CS,G6PDH CS,Diaphorase inh,NF-kB neuron act,TLR4-MyD88 BLA,FLuc stim CS,APP 5'UTR act
O=C1c2ccccc2C(=O)N1OCc1ccccc1,-13.7,109.4,25.9,1.1,-4.7,-6.5,1.09,6.7,0.7,13.7
CCC(C)C(NC(N)=O)C(=O)Nc1ccc(C)c(Cl)c1 (stereo unspecified),-29.6,103.6,0.1,0.9,1.8,5.8,0.87,-10.4,1,29.6
CON/C=C(\C=Nc1ccc(F)cc1)c1ncc(C(F)(F)F)cc1Cl,12.0,102.9,-7.8,0.9,-13.2,6.4,1.26,14.3,1.1,-12.0
CC1=NOC(=O)/C1=C/c1ccc(O)cc1,-2.4,101.1,-4.2,·,12.6,·,1.29,8.6,1,2.4
CCOc1cccc(C(=O)Nc2nnc(-c3cccs3)s2)c1,-10.5,122.7,-0.1,0.9,1.0,7.5,1.98,0.7,1,10.5
CNC1=CC(=O)CC(c2ccccc2)C1 (stereo unspecified),1.3,107.4,-2.7,0.9,2.8,11.8,1.09,-4.2,1,-1.3
O=c1oc2ccccc2c(N2CCCCC2)c1CN1CCCCC1,-20.4,99.1,-3.4,1,5.8,-4.0,1.26,10.0,1,20.4
O=C(Nc1ccc(F)cc1F)c1ccc(-n2cccn2)nc1,-9.6,86.5,-5.4,1,-1.0,3.3,1.13,4.1,1.1,9.6
COc1ccc(OC)c(Nc2nc(N)nc(CSc3nnc(N)s3)n2)c1,12.8,91.8,-1.9,0.8,-28.3,18.6,0.88,-0.9,1,-12.8
Cc1ccc(S(=O)(=O)N2CCOCC2)cc1NC(=O)c1cccc(S(=O)(=O)N2CCCC2)c1,-9.2,90.7,7.8,0.9,2.6,14.0,0.87,1.6,0.9,9.2
CCn1cc(CN2CCc3c([nH]c4ccccc34)C2c2cccc(O)c2)c(C)n1 (stereo unspecified),9.6,89.5,-9.0,0.8,12.2,22.2,0.93,4.2,1.1,-9.6
COC(=O)/C(C#N)=C/c1ccc(OC(=O)c2ccccn2)cc1,-19.3,112.6,11.9,0.9,-1.9,11.8,1.41,11.4,0.9,19.3
COc1ccc(OC)c(NC(=O)[C@@H]2CCCN2C(=O)c2cccs2)c1,-9.9,96.4,0.5,1,13.2,-4.3,0.87,7.1,1,9.9
CN(CC(=O)N1CCN(c2ccccc2)CC1)S(=O)(=O)c1cccs1,-17.4,114.5,-0.9,0.9,2.1,5.6,1.5,8.6,1,17.4
O=C(Nc1ccccc1C(F)(F)F)c1ccccn1,-41.5,110.5,1.3,0.9,1.3,8.2,1.2,6.1,1,41.5
CCOC(=O)C1NN=C(C(=O)c2ccccc2)C1c1ccc(OC)cc1 (stereo unspecified),3.1,103.9,-4.1,0.7,5.4,26.9,1.03,-7.9,1,-3.1
O=C(NCc1ccc(F)cc1)C(=O)Nc1nc(C23CC4CC(CC(C4)C2)C3)cs1,-6.1,101.7,0.5,0.9,2.9,9.4,1.47,-10.7,1,6.0
Cc1ccccc1C(=O)OCc1cnc(Cl)s1,1.8,104.1,-7.1,0.9,-0.1,5.7,1.32,-0.7,1.1,-1.8
COc1ccc(-n2c(Cc3cccn3C)nnc2SCC(=O)NCc2ccco2)cc1,12.9,105.4,-9.9,1,-13.2,4.2,1.03,0.3,1.1,-12.9
CN(C)N1C(=O)CC(NNC(=O)c2ccncc2)C1=O (stereo unspecified),21.6,107.0,-4.9,0.9,2.7,12.0,0.97,2.2,1,-21.6
CCn1c(SCc2nc3scc(-c4ccccc4)c3c(=O)[nH]2)nnc1-c1cccs1,-3.3,105.0,-7.8,0.7,-18.1,33.9,1.06,10.8,1.1,3.3
